Screens as filed in PubChem BioAssay.
PrPC surface inh – reduces human prion protein on the cell surface. cell surface PrPC, TR-FRET read-out. inhibition, % at 13.8 µM. 370,000 compounds, 0.43% hits. AID 720596; in the data active means inhibition above about 24%; further: 0% = median of the test wells and 100% = reference compound wells
FadD28 binding – inhibitors of Mycobacterium tuberculosis FadD28 bisubstrate binding | FadD28 bisubstrate probe binding, fluorescence polarization | inhibition, % at 12.5 µM | 360,000 compounds, 0.22% hits; in the data active means inhibition above about 8.5%, passing the limit was not always enough; inconclusive means no clear call, values can overlap the other calls
BoNT-F LC inh – blocks Botulinum neurotoxin F light chain protease. Multiplex microsphere protease cleavage assay, flow cytometry. inhibition, % at 10 µM. 360,000 compounds, 0.22% hits; in the data active means inhibition above about 35%, passing the limit was not always enough; inconclusive means no clear call, values can overlap the other calls; further: plate controls were buffer without enzyme for full effect and enzyme alone for no effect
Mtb UGM inh – inhibitors of M. tuberculosis UDP-galactopyranose mutase; purified UGM, fluorescence polarization probe displacement; inhibition, % at 10 µM; 320,000 compounds, 0.06% hits; AID 504406; in the data active means inhibition above about 10%, passing the limit was not always enough; inconclusive means no clear call, values can overlap the other calls
Target sequence (P9WIQ1 whole entry, looked up): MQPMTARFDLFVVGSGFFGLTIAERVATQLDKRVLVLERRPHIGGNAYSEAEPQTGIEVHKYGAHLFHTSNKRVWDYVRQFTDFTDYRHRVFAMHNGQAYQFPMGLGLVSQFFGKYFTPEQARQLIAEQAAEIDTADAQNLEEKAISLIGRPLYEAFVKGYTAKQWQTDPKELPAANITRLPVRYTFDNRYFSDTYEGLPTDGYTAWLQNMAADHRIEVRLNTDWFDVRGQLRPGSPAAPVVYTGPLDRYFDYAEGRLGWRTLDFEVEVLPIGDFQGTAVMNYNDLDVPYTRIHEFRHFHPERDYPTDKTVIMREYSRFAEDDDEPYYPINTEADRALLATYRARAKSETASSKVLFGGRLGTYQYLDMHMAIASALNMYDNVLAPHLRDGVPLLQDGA
GDH-TPI counter – GDH-TPI coupled enzyme inhibition counter-screen. AID 588335. GDH-TPI coupled enzyme counterscreen, NADH absorbance. 360,000 compounds, 1.2% hits. inhibition, % at 4.8 µM; in the data active means inhibition above about 30%;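 further: 0% = DMSO wells and 100% = wells lacking the enzyme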
FBA Mtb inh – Mtb fructose-bisphosphate aldolase inhibition. 360,000 compounds, 2.3% hits. purified M. tuberculosis FBA, fluorescence read-out. inhibition, % at 1 µM. AID 588726; in the data active means inhibition above about 27%;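 further: 0% = vehicle and 100% = reference inhibitor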
MazF activator – increases E. coli MazEF RNase cleavage of RNA. activation, % at 20 µM. AID 504720. 350,000 compounds, 0.32% hits. P0AE70. FAM/BHQ RNA-DNA oligo cleavage fluorescence, 5 h; in the data active means activation above about 50%
Target sequence (P0AE70 whole entry, looked up): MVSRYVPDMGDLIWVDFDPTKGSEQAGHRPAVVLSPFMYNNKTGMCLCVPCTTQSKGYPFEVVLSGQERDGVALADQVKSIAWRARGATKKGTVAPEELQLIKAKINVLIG
Rv3671c protease – inhibits the M. tuberculosis serine protease Rv3671c; P9WHR9; inhibition, % at 5.96 µM; 320,000 compounds, 0.048% hits; in the data active means inhibition above about 38%;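 further: extracellular domain of Rv3671c used as enzyme; 0% = enzyme with DMSO and 100% = no enzyme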
Target sequence (P9WHR9 whole entry, looked up, the tested form may be a part): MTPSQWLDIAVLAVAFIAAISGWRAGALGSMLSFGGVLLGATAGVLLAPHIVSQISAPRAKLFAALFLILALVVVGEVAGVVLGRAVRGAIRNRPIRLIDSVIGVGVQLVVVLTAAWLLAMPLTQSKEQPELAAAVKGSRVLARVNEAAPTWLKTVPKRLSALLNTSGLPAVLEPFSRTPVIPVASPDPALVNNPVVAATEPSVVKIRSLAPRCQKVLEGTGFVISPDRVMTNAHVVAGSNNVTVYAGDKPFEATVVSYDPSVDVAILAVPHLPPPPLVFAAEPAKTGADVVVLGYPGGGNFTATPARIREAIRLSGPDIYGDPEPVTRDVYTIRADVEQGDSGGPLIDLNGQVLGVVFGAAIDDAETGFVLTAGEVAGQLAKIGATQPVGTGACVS
BioA inh – inhibitors of Mycobacterium tuberculosis BioA enzyme; purified M. tuberculosis BioA enzyme, plate reader; inhibition, % at 9.99 µM; 360,000 compounds, 0.096% hits; AID 602481; in the data active means inhibition above about 40%; inconclusive means no clear call, values can overlap the other calls
Numbers without * were called inactive; ? = inconclusive; · = not tested or not shown; & = joins results of further samples.

smiles	PrPC surface inh	FadD28 binding	BoNT-F LC inh	Mtb UGM inh	GDH-TPI counter	FBA Mtb inh	MazF activator	Rv3671c protease	BioA inh
COc1ccc(N2CCN(C(=O)COCc3cc(-c4ccc5c(c4)OCO5)on3)CC2)cc1	1	-0.4	-6	-3.2	5	0	-17	1	-1.2
CCOC(=O)N1CCC(NC(=O)CCC(=O)c2ccccc2)CC1	-1	-3.4	6	2.8	-8	1	-5	-11	·
CC(C)NC(=O)CCCn1c(=S)[nH]c2cc3c(cc2c1=O)OCO3	-6	-4.2	2	0.3	21	-1	-5	-4	-2.0
N#Cc1cccn1-c1nccs1	1	0.1	-6	1.3	4	3	-2	1	·
Cc1cccc(NC(=O)Cn2c(=O)n3nc(CCn4nc(C)cc4C)nc3c3ccccc32)c1	4	9.0*	4	0.4	8	0	2	-2	1.0
Cc1snc(SCc2ccc(F)cc2)c1C#N	-2	-1.6	14	-2.1	3	-2	-15	-14	0.0
CCCCc1ccc(S(=O)(=O)N2CCN(C(=O)c3ccco3)CC2)cc1	10	-3.8	-1	1.1	-7	-1	-1	1	-0.3
O=C(CSc1nnc(Cn2c(=O)sc3ccccc32)n1-c1ccccc1)N1CCCC1	-4	-0.3	-2	1.0	0	-1	4	1	-0.1
CCOC(=O)c1c(S(=O)(=O)NCC(=O)Nc2ccccc2F)c(C)n(C)c1C	1	-0.7	7	1.4	-1	2	3	-8	-4.0
O=C(COc1ccc(C(=S)N2CCCC2)cc1)Nc1ccccc1C(F)(F)F	-7	-1.2	-5	2.3	3	-2	-2	-4	-0.7
CN(C)S(=O)(=O)c1cccc(NC(=S)NCCc2ccccn2)c1	9	-1.1	-9	1.8	-8	5	3	2	0.6
CC1Cc2ccccc2N1CC(=O)NC(=O)NCc1ccccc1 (stereo unspecified)	2	0.1	3	3.1	-3	3	-4	-1	·
COC(=O)CSc1ccc2nnc(CCNS(=O)(=O)c3ccc(C)cc3)n2n1	4	-5.2	0	-0.2	-8	0	3	1	·
CCOc1ccccc1C(C(=O)NC1CCCC1)N(Cc1ccco1)C(=O)CNC(=O)c1ccco1 (stereo unspecified)	6	-2.1	15	-4.0	7	-8	15	4	-0.1
CCN1C(=O)CS/C1=N\S(=O)(=O)c1ccc(Cl)cc1	7	1.9	-6	0.6	-3	1	0	-1	-0.8
C=CCN(CC=C)CCOc1cc(C)ccc1[N+](=O)[O-]	-3	-1.5	2	-1.6	6	-5	2	-8	·
COc1cc2c3c(c1)/C(=C1/SC(=S)NC1=O)C(=O)N3C(C)(C)C=C2C	4	0.0	-9	0.3	-3	-3	-1	6	-0.7
CCOc1ncccc1C(=O)Nc1ccc2c(c1)OCO2	2	-4.3	-4	0.1	-9	0	4	9	·
COc1ccc(Cn2c(=O)[nH]c3cc(OC)c(OC)cc3c2=O)cc1	-8	-1.0	36*	1.1	0	8	7	7	-1.6
Cc1nc2c(ccc3nc(NC(=O)c4ccc5c(c4)OCCO5)sc32)s1	9	-4.1	-7	-1.1	17	7	73*	-29	·
CC1CCN(C2=C(NS(=O)(=O)c3ccc(Br)cc3)C(=O)c3ccccc3C2=O)CC1	-35	0.2	-9	-0.4	9	1	-16	-37	-0.3
CCO[C@@H]1OC(C(=O)N2CCN(Cc3ccccc3)CC2)=C[C@H](c2cn(C(C)=O)c3ccccc23)[C@H]1CCCO	-12	-0.5	-3	0.4	8	2	7	1	-1.1
COc1ccc(NS(=O)(=O)c2ccc(C)c(C(=O)NNC(=O)c3csc(N4CCOCC4)n3)c2)cc1	6	-3.4	-8	0.1	11	0	1	4	·
Cc1cc(C)cc(Nc2ccc([N+](=O)[O-])nc2[N+](=O)[O-])c1	-10	-1.7	-6	1.2	29	-7	-1	-1	-0.4
Cc1cc(C)n(-c2nnc(NC34CC5CC(CC(C5)C3)C4)nn2)n1	-21	0.8	11	3.0	0	1	5	4	-1.9
O=C(NCc1nnnn1-c1ccc(Cl)cc1)c1ccc([N+](=O)[O-])o1	-10	-1.4	1	·	10	3	3	·	-0.1
CCOc1ccc(C(=O)NC(=S)Nc2cccc(NC(=O)c3ccco3)c2)cc1[N+](=O)[O-]	-7	-1.6	-5	5.5	5	-3	4	-51	·
CCn1c(SCC(=O)Nc2ccccc2N2CCOCC2)nnc1-c1ccccc1O	-2	-3.0	1	-1.3	-3	0	10	9	1.8
CC1CCCN(CC(=O)Nc2cc(S(=O)(=O)N3CCOCC3)ccc2N2CCCC2)C1 (stereo unspecified)	-6	1.4	0	-0.2	10	-2	0	-6	0.3
C=C1CCC(O)C2(C)CCC3C(C)C(=O)OC3C12O (stereo unspecified)	3	-2.6	-19	2.2	-7	2	13	1	-0.8

Compounds above with an NH in an aromatic ring (2):
smiles	PrPC surface inh	FadD28 binding	BoNT-F LC inh	Mtb UGM inh	GDH-TPI counter	FBA Mtb inh	MazF activator	Rv3671c protease	BioA inh
CC(C)NC(=O)CCCn1c(=S)[nH]c2cc3c(cc2c1=O)OCO3	-6	-4.2	2	0.3	21	-1	-5	-4	-2.0
COc1ccc(Cn2c(=O)[nH]c3cc(OC)c(OC)cc3c2=O)cc1	-8	-1.0	36*	1.1	0	8	7	7	-1.6

4 compounds drawn at random from the list so far, as already listed:
smiles	PrPC surface inh	FadD28 binding	BoNT-F LC inh	Mtb UGM inh	GDH-TPI counter	FBA Mtb inh	MazF activator	Rv3671c protease	BioA inh
N#Cc1cccn1-c1nccs1	1	0.1	-6	1.3	4	3	-2	1	·
Cc1snc(SCc2ccc(F)cc2)c1C#N	-2	-1.6	14	-2.1	3	-2	-15	-14	0.0
CC(C)NC(=O)CCCn1c(=S)[nH]c2cc3c(cc2c1=O)OCO3	-6	-4.2	2	0.3	21	-1	-5	-4	-2.0
C=CCN(CC=C)CCOc1cc(C)ccc1[N+](=O)[O-]	-3	-1.5	2	-1.6	6	-5	2	-8	·

The results go on.
smiles	PrPC surface inh	FadD28 binding	BoNT-F LC inh	Mtb UGM inh	GDH-TPI counter	FBA Mtb inh	MazF activator	Rv3671c protease	BioA inh
CCCCn1c(N)c(N(CC(C)C)C(=O)COC(=O)Cc2cccc(OC)c2)c(=O)[nH]c1=O	0	-4.5	·	4.0	-11	3	1	10	-0.1
CC(=O)Nc1ccc(Nc2cc(C)nc3ccccc23)cc1	-4	-0.8	?	-0.3	38*	-1	8	-6	0.6
O=c1[nH]cc(CCc2ccccc2)c(=O)[nH]1	-8	-2.6	-2	·	7	0	5	·	-1.1
CC1CN(C(=O)c2ccc(COc3ccccc3Br)o2)CC(C)O1 (stereo unspecified)	3	-3.2	2	-2.2	-5	0	1	-1	·
O=C(NC12CC3CC(CC(C3)C1)C2)OCCNC1CCCCC1	-7	-3.1	?	0.9	6	1	6	0	·
CN1CCN(C(=O)c2cn(-c3ccccc3)nc2-c2cccs2)CC1	-2	-2.4	-7	0.9	-3	1	5	-8	0.5
O=C(CSc1n[nH]c(-c2ccco2)n1)Nc1ccccc1Cl	2	·	-9	2.5	4	0	3	-7	·
CCc1nn2c(=O)cc(COc3cccc(NC(=O)c4ccco4)c3)nc2s1	1	0.2	-3	-1.6	7	1	0	-11	-2.1
COc1cc(/C=C(/C#N)C(=O)c2c(C)[nH]c3ccccc23)ccc1OCC#N	0	-2.2	-10	-2.1	38*	3	4	-2	-0.8
CCc1ccc(NC(=O)CSc2nnc(COc3ccc4c(c3)CCCC4)o2)cc1	1	-5.1	5	2.0	16	1	-5	-10	0.6
Cc1ccc(OCc2n[nH]c(=S)n2C2CCCCC2)cc1	6	-1.3	8	0.9	-3	-3	-8	-7	3.0
CSc1ncnc2c1ncn2CC(=O)C1CCC2C3CCC4=CC(=O)CCC4(C)C3CCC12C (stereo unspecified)	8	-5.5	-1	·	-3	-1	-41	·	·
CNc1ccccc1-n1ccc(-c2ccccc2)n1	-2	-2.9	-12	-1.0	-2	0	-14	-4	-0.8
O=C(NNC(=S)Nc1ccc(F)c(Cl)c1)c1ccccc1Br	3	-1.7	1	-1.7	-6	2	5	-10	2.3
O=C(Nc1ccc2[nH]ncc2c1)c1ccccc1Br	5	-1.3	·	0.0	5	0	6	7	-0.9
CCC(C)NC(=O)CSc1ncnc2sccc12 (stereo unspecified)	4	-2.9	-1	-0.3	-3	-6	3	-9	-0.8
CS(=O)(=O)c1ccc(-c2nn[nH]n2)cc1	-4	0.6	-4	1.5	4	0	0	3	-4.3
Cc1ccccc1NC1=NC(=S)N(c2ccccc2)C12CCOC(C)(C)C2 (stereo unspecified)	7	-3.8	3	0.6	12	0	6	4	-0.4
CCOC(=O)/C=c1\s/c(=C(\C#N)C(N)=O)n(-c2ccccc2)c1=O	3	-1.5	?	-2.0	25	-1	-4	-12	0.1
C[C@@H]1CN([C@@H](C)CO)C(=O)c2cccc(NS(=O)(=O)c3cccs3)c2O[C@H]1CN(C)Cc1ccc(C(F)(F)F)cc1	-7	-1.3	-10	0.0	1	0	-1	6	-2.5&1.1
COc1c2ccoc2nc2c(OC)c(OC[C@@H](O)C(C)(C)O)ccc12	-8	-1.6	-11	1.6	23	146*	6	4	-1.5
Cc1nc2cc(C(=O)OCC(=O)NC3CCS(=O)(=O)C3)ccc2n1-c1ccccc1 (stereo unspecified)	-3	0.6	-1	0.8	8	6	3	-4	3.3
Cc1cccc(C)c1NC(=O)CN(C)CC(=O)Nc1ccc(F)c(Cl)c1	-2	-2.3	-2	-2.8	2	3	9	-3	·
O=P(c1ccccc1)(c1ccccc1)C(O)c1ccco1 (stereo unspecified)	-2	-4.0	4	0.8	-4	-6	6	4	-4.4
Cc1ccc2nc(NCC(=O)O)nc(-c3ccccc3)c2c1	0	-3.9	3	2.2	-1	30*	-1	-2	0.6
COc1cc(-c2nc3c[n+](CC(=O)c4ccccc4)ccc3n2C)cc(OC)c1OC	6	-4.3	7	-2.6	4	1	8	11	·
Cc1ccc(CN(C)C(=O)c2cc(COc3ccc(F)cc3Cl)on2)o1	1	-3.6	-1	2.4	7	0	3	-5	-0.4
COc1ccc(/C(C)=N/OC/C(O)=C(\C#N)c2nc3ccccc3[nH]2)c(OC)c1	3	-0.5	-2	4.6	9	-1	2	-15	·
Cc1[nH]cnc1C(=O)N/N=C/c1ccc([N+](=O)[O-])s1	-71	-0.5	-6	-0.4	20	1	5	1	1.7

One compound at a time, from the list above. Order of values: PrPC surface inh	FadD28 binding	BoNT-F LC inh	Mtb UGM inh	GDH-TPI counter	FBA Mtb inh	MazF activator	Rv3671c protease	BioA inh
CSc1ncnc2c1ncn2CC(=O)C1CCC2C3CCC4=CC(=O)CCC4(C)C3CCC12C (stereo unspecified) across the screens: 8	-5.5	-1	·	-3	-1	-41	·	·
CCc1nn2c(=O)cc(COc3cccc(NC(=O)c4ccco4)c3)nc2s1 across the screens: 1	0.2	-3	-1.6	7	1	0	-11	-2.1

An unsorted share of the library. Share with any hit: about 4.8%.
